TSG101-PTAP inh: qHTS Assay for Iinhibitors of HIV-1 Budding by Blocking the Interaction of PTAP/TSG101; Tumor susceptibility gene 101 protein (Homo sapiens), Q99816; Fluorescence polarization, FITC-PTAP peptide / Tsg101 binding; Potency, µM (titrated, usually from 115 µM), for the others: top-dose activity change, negative = inhibition, actives largely listed as inhibitors; 340,000 tested, under 10 active; active = well fitted inhibition curve with a large enough effect in the main read-out, with a control signal flat, not every such curve was filed as active; inconclusive = small, poorly fitted or top-dose-only effect, or effect the other way, or a change in a side signal; inactive = no such curve, though single readings can be large or run the other way; also: potency is read from the fitted curve at half-maximal effect; % of control where 0% means no effect
Target sequence (Q99816 whole entry, looked up): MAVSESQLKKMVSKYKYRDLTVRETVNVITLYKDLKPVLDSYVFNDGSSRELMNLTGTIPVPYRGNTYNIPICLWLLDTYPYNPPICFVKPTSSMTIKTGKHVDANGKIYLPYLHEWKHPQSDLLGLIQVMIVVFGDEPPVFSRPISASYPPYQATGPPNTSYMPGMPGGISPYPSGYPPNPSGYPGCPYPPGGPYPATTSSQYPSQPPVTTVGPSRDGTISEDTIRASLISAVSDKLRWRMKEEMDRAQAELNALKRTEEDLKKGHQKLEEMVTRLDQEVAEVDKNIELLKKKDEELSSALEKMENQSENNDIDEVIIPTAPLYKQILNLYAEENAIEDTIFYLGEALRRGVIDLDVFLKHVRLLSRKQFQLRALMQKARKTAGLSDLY
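FP read-out: FITC-PTAP peptide, 50 nM final, binding Tsg101 binding domain, 10 uM final; 20 min, r.t.; 10 mM HEPES pH 7.5, 0.15 M NaCl, 0.01% Tween 20, 3 mM EDTA, 0.1 mM TCEP.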
TSHR antagonist: Antagonists of the Thyroid Stimulating Hormone Receptor: HTS campaign. Thyrotropin receptor (Homo sapiens), P16473. TSHR-expressing cells, TSH-stimulated cAMP HTRF, 2 h; hits give low values. activity change, negative = inhibition, % at 11.5 µM. 0.2% of 330,000 active. AID 504810, 2011;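 active = activity change below a set negative limit, meaning inhibition stronger than a set level, cut at about -70% in these data; inconclusive = activity change between two set negative limits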; also: % is scaled to controls: 0 for no effect and ±100 for the full control effect
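Inhibition of cAMP made by TSHR-expressing cells under TSH stimulation (4nM final, EC80; 2 h, 37 deg C) is quantified with a one-step lysis HTRF kit, anti-cAMP cryptate versus cAMP-d2.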
TCR act: Activators of T cell receptors: qHTS campaign | primary human leukocytes, anti-CD3, IL-2 HTRF, 48 h | Potency, µM (titrated, usually from 9.22 µM), inactives show at the top dose activation of IL-2 secretion, usual class: activators | 330,000 tested, under 10 active | AID 504894, 2011; also: % of control where 0% means no effect
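Primary human leukocytes receive a-CD3 beads and test compound and are incubated 48 hr. Secreted IL-2 is then assayed by HTRF, measuring 665nm acceptor emission after 320nm excitation of the europium donor.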
Chronic BCR inh: qHTS Assay to Find Inhibitors of Chronic Active B-Cell Receptor Signaling | Potency, µM (highest dose often 46.1 µM), without a hit: at the highest dose ratio change, negative = lower green/red ratio, usual class: inhibitors | ABC-DLBCL IkBa-CBG/CBR reporter, luminescence ratio, 4 h | 0.05% of 340,000 active | AID 493014, 2011; active = well fitted inhibition curve with a large enough effect in the signal ratio, with a control signal flat, not every such curve was filed as active; inconclusive = small, poorly fitted or top-dose-only effect, or effect the other way, or a change in a side signal; the % refers to the signal ratio;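 also: potency is read from the fitted curve at half-maximal effect; plate controls were basal doxycycline-induced cells for no effect and cells given 10 µM MG132 for full effect; MG132 reads +100%, hits lower the ratio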
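Cell line TMD8 (human ABC DLBCL), stably expressing tet-inducible CBG68-IkBa fusion and CBR; IMDM/0.5% FBS; cpd up to 46 uM; dox induction, 4 h, 37C/5% CO2; dual luminescence; green/red ratio; MG132 control.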
Tb PFK block: qHTS Assay to Find Inhibitors of T. brucei phosphofructokinase; ATP-dependent 6-phosphofructokinase (Trypanosoma brucei brucei), O15648; T. brucei PFK, ADP-Glo luminescence; Potency, µM (highest dose often 57.5 µM), inactives show top-dose activity, negative = inhibition, hits mostly inhibitors; 0.17% of 330,000 active;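 also: potency is read from the fitted curve at half-maximal effect; 0% = uninhibited 1x PFK enzyme wells and -100% = no-enzyme wells; nearly all actives have a fitted effect of over 60% in size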
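Activity is normalized to no-enzyme wells (full inhibition) and 1.25 nM enzyme wells (no inhibition). Reaction: 0.5 mM F6P, 0.1 mM ATP, 45 min RT, ADP-Glo luminescence; concentration-response curves fitted and classed by quality.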
ELG1 repair inh: qHTS screen for small molecules that inhibit ELG1-dependent DNA repair in human embryonic kidney (HEK293T) cells expressing luciferase-tagged ELG1. AID 504467, 2011. 2.3% of 330,000 active. Potency, µM (series often up to 46.1 µM), without a hit: top-dose activity change, negative = inhibition, hits mostly inhibitors. HEK293T ELG1-luciferase reporter, luminescence, 16 h; DNA damage induced by 5-fluorouridine; also: potency is read from the fitted curve at half-maximal effect; % is scaled to controls: 0 for no effect and ±100 for the full control effect; nearly all actives have a fitted effect of over 55% in size
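Step one: seed 2,000 cells per well. Step two: pin-transfer compound or DMSO alongside 5-fluorouridine. Step three: incubate 16 hr, 37 °C, 5% CO2. Step four: add ONE-Glo, wait 30 min, read luminescence.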
USP2a block: qHTS Assay for Inhibitors of Ubiquitin-specific Protease USP2a Using CHOP2 as the Reporter; USP2 core, Ub-CHOP2 coupled fluorogenic reporter, 485/531; 0.01% of 330,000 active; AID 463254, 2010; Potency, µM (highest dose often 38.3 µM), without a hit: at the top dose activity change, negative = inhibition, actives largely listed as inhibitors;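 also: potency is read from the fitted curve at half-maximal effect; plate controls were DMSO wells for no effect and full inhibition by NEM control for full effect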
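Cell-free coupled assay: 10nM USP2 core preincubated 30min RT with compound in Tris-HCl pH 8.0/CaCl2/CHAPS buffer, then 25nM Ub-CHOP2 and 25nM reporter substrate; fluorescence (Ex 485/Em 531) read after 60min RT, normalized to NEM inhibition, concentration-response curves fitted.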
uPA generation: qHTS for Inhibitors of Cell Surface uPA Generation; cell surface uPA generation assay, qHTS; 0.31% of 330,000 active; Potency, µM (top dose mostly 38.3 µM), for the others: at the highest dose activity change, negative = inhibition, actives largely listed as inhibitors; active = well fitted inhibition curve with a large enough effect; inconclusive = small, poorly fitted or top-dose-only effect; inactive = no such curve, though single readings can be large or run the other way; tested in mouse RAW 264.7 cells; also: potency is read from the fitted curve at half-maximal effect; % is scaled to controls: 0 for no effect and ±100 for the full control effect; nearly all actives have a fitted effect of over 55% in size
Eya2 inh: qHTS Assay for Inhibitors of the Phosphatase Activity of Eya2; Protein phosphatase EYA2 (Homo sapiens), O00167; recombinant Eya2, OMFP fluorescence dephosphorylation (OMFP is methylfluorescein phosphate); Potency, µM (highest dose often 76.9 µM), inactives show at the top dose activity, negative = inhibition, hits mostly inhibitors; 0.006% of 330,000 active; AID 488837, 2010; also: potency is read from the fitted curve at half-maximal effect; % is scaled to controls: 0 for no effect and ±100 for the full control effect
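Eya2 (0.2 uM) preincubated 10 min at ambient with compound, then OMFP substrate added at 50 uM; 10 min reaction in 50 mM HEPES pH 7.5, 50 mM NaCl, 5 uM MgCl2, 0.05% BSA, 1 mM DTT. Fluorescence read at Ex 485/Em 525 nm.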
B2AR arrestin: qHTS assay of beta-arrestin-biased ligands of beta2-adrenergic receptor. 0.02% of 330,000 active. Potency, µM (titrated, usually from 46.1 µM), inactives show top-dose activation, most hits filed as activators. Beta-2 adrenergic receptor (Homo sapiens), P07550. beta-arrestin recruitment to beta2AR, cell-based reporter. AID 492947, 2010;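 also: potency is read from the fitted curve at half-maximal effect; 0% = DMSO controls and full agonism = EC100 isoproterenol or metaproterenol; nearly all actives have a fitted effect of over 65% in size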
Target sequence (P07550 whole entry, looked up): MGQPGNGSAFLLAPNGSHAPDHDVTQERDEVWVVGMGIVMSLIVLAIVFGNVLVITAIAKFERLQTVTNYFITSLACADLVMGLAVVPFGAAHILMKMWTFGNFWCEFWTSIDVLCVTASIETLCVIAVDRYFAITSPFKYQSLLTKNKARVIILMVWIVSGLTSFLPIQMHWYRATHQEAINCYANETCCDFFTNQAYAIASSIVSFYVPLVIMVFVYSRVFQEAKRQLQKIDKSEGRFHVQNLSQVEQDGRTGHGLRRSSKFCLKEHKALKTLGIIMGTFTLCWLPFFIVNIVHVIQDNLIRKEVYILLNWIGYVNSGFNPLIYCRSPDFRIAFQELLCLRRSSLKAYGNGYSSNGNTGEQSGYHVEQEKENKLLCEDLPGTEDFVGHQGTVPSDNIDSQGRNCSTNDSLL
Mito fusion yeast: qHTS Assay for Small Molecule Inhibitors of Mitochondrial Division or Activators of Mitochondrial Fusion; S. cerevisiae fusion-defective mutant growth rescue, CellTiterGlo 48 h; Potency, µM (top dose mostly 46.1 µM), inactives show at the top dose growth rescue (activation), most hits filed as activators; 0.23% of 320,000 active; AID 485298, 2010;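 also: potency is read from the fitted curve at half-maximal effect; % of control where 0% means no effect; nearly all actives have a fitted effect of over 45% in size; temperature-sensitive fusion mutants such as fzo1-1 at 37 °C on non-fermentable ethanol glycerol medium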
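Growth-rescue viability read-out: after 48 h at the non-permissive 37C in glycerol/ethanol YPEG, yeast mitochondrial fusion mutants are measured by CellTiterGlo luminescence; compounds (23 nl pinned per well) restoring growth score as division inhibitors or fusion activators.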
The depositor's hits bear a star; ? = inconclusive; · = not tested or not shown; [ ] = dose if it differs, or a comment. Unless noted, calls follow the shape of the dose curve; as a rule, active = well fitted curve in the direction sought with a large enough effect; inconclusive = small, poorly fitted or top-dose-only effect, or another doubt; inactive = no such curve, though single readings can be large; an effect the other way counts as inactive or inconclusive. Compounds as they come. About 3% of those tested had a hit in this group.

SMILES | TSG101-PTAP inh | TSHR antagonist | TCR act | Chronic BCR inh | Tb PFK block | ELG1 repair inh | USP2a block | uPA generation | Eya2 inh | B2AR arrestin | Mito fusion yeast
Cc1ccc(N2C(=O)CC(N3CCN(c4ccc(F)cc4)CC3)C2=O)c(C)c1 (configuration not stated) | 1% | -9 | 2% | 7% | 0% | 9% | 0% | -2% | 4% | 0.1% | -3%
O=C1NC(=Nc2cccc(O)c2)S/C1=C\c1cccnc1 | 1% | 1 | -12% | ? | 0% | ? | 8% | -2% | 1% | 0.5% | 0%
C#CCNC(=O)C1=C[C@H](C2CCCCC2)[C@@H](CCCO)[C@H](OCC)O1 | -2% | -6 | 1% | 11% | -3% | 3% | -7% | -6% | -3% | 0.2% | 2%
Cn1c(SCC(N)=O)nnc1-c1ccc(C(C)(C)C)cc1 | -11% | -14 | 10% | -3% | 2% | ? | 1% | ? | -2% | -0.8% | -6%
CCOC(=O)c1[nH]c2ccc(Cl)cc2c1-c1ccccc1 | -4% | 71 | · | 1% | 2% | 18% | -1% | 0% | 6% | -0.4% | -4%
CC(=O)c1ccc(S(=O)(=O)N2CCC(Oc3ccc(-n4cnnn4)cc3)CC2)cc1 | -1% | 12 | 3% | 1% | 1% | 16% | 3% | 3% | 0% | 0.1% | 1%
CCOc1ccc(CCNS(=O)(=O)c2cn(C)cn2)cc1OCC | 1% | 52 | 0% | 0% | 5% | 18% | 3% | -16% | -7% | 0.3% | 2%
COc1cc(CC(=O)N(C)CC(=O)Nc2ccc(Cl)c(C(F)(F)F)c2)cc(OC)c1OC | -1% | -3 | -1% | -6% | 3% | -10% | 4% | -11% | -6% | -0.3% | -13%
Cc1ccc(C(=O)COc2cccc(NC(=O)c3ccco3)c2)cc1 | -3% | -5 | -4% | ? | -1% | -3% | -1% | 6% | 2% | 0.1% | 14%
CC(Sc1nc2c([nH]c3ccccc32)c(=O)n1C)c1ccccc1 (configuration not stated) | 0% | -6 | -1% | 7% | -8% | 13% | 3% | 2% | -2% | -0.4% | -3%
Cc1ccsc1/C=N\NC(=O)c1ccc2c(c1)OCO2 | -8% | -4 | 1% | ? | 0% | ? | 2% | -9% | 5% | -0.6% | -4%
Cc1nn(CC(=O)NCCN2CCOCC2)c(=O)c2ccccc12 | -6% | 16 | -2% | -1% | 0% | -2% | 0% | 1% | -6% | -1.0% | 5%
Nc1ncnc2nc(SCCc3ccccc3)[nH]c12 | -5% | -9 | 1% | -2% | 4% | 16% | 2% | · | -1% | 0.2% | 3%
Cc1cnc(NC(=O)CN2C(=O)C3CC=CCC3C2=O)s1 (configuration not stated) | -1% | 0 | -4% | 1% | 2% | ? | -1% | 0% | -5% | 0.2% | 4%
O=C(COc1ccc2ccccc2c1)N1c2ccccc2Sc2ccccc21 | -4% | 0 | 11% | 4% | -1% | 5% | 0% | · | 3% | 0.0% | 23%
COc1ccc(C(=O)CN2C(=O)c3ccccc3S2(=O)=O)cc1Br | -2% | 1 | -9% | 0% | 7% | 6% | 2% | -3% | 7% | -0.6% | 1%
COc1cccc(NC(=O)C2CCN(c3ncccn3)CC2)c1 | 0% | 4 | 3% | -1% | -5% | 22% | 4% | -1% | 1% | -0.2% | -7%
CCCCN(C)c1ccc([N+](=O)[O-])cc1 | 1% | 0 | -5%[46.1 µM] | -2% | -11% | 12% | 3% | 1% | -6% | -0.3% | -7%
N#CCCn1cc(/C=C/C(=O)O)c(-c2ccc(F)cc2)n1 | -4% | -3 | -3% | 3% | -1% | -4% | 0% | 0% | 12% | 0.1% | -4%
Cc1n[nH]c(C)c1S(=O)(=O)N1CCC(C(=O)N2CCn3c2nc2ccccc23)CC1 | -3% | -9 | 2% | -11% | 0% | -20% | 1% | -4% | -3% | -2.0% | -2%
CCOC(=O)Cc1csc(NC(=O)COc2ccc3ccccc3c2)n1 | -5% | -4 | 0% | ? | -7% | 1% | 1% | -6% | -22% | -0.6% | -2%
O=C(CN(Cc1ccccc1)S(=O)(=O)c1ccc(Cl)cc1)NCC1CCCO1 (configuration not stated) | -7% | 4 | -2% | 2% | -6% | 3% | -4% | -1% | -20% | -0.2% | 7%
CCN1CCCC1CNCc1cccc(OC)c1OCc1ccc(F)cc1 (configuration not stated) | 0% | -5 | 6%[46.1 µM] | -3% | -2% | -7% | 1% | 2% | 2% | -0.8% | -2%
C=CCC(CC=C)(C(=O)O)c1ccccc1 | 0% | 9 | 0% | -1% | -5% | 5% | 4% | 6% | 5% | 0.1% | 4%
Cn1c(=O)c(C(=O)NNC(=O)c2ccccc2Br)c(O)c2ccccc21 | 2% | 5 | 1% | ? | 0% | -5% | 2% | 0% | 7% | 9.0% | 2%
Cc1ccc(NC(=O)CN(c2ccc(C)cc2)S(=O)(=O)c2cccc3nonc23)cc1 | -2% | -1 | -2% | 5% | 1% | -16% | 1% | 0% | -6% | 4.6% | 28%
O=C(NCc1ccccc1)c1ccc(OCC2CCCO2)cc1 (configuration not stated) | 1% | 4 | 0%[46.1 µM] | 2% | -8% | ? | 2% | -3% | 0% | -0.7% | -3%
Cc1c(C(Nc2ccccn2)c2ccccc2)c(=O)n(-c2ccccc2)n1C (configuration not stated) | -3% | -2 | 5%[46.1 µM] | -3% | 1% | -12% | 0% | 0% | 4% | 0.0% | 1%
COC(=O)c1cn(Cc2cccnc2)c(=O)c2ccccc12 | 0% | -1 | 1% | 5% | -10% | 7% | 1% | -8% | -1% | 0.3% | -1%
NC(=O)C1(N2CCCCC2)CCN(C2CC(=O)N(Cc3ccc(N4CCCC4=O)cc3)C2=O)CC1 (configuration not stated) | -6% | 4 | 3% | -1% | 0% | ? | 4% | · | -22% | -0.2% | -4%
CCOC(=O)c1cnc(SCc2nc(N)nc(Nc3ccc(F)cc3)n2)nc1N | -5% | -1 | 0% | ? | -13% | ? | -1% | -10% | -21% | -0.3% | 1%
CCC(C)c1ccc(NC(=O)C2CCN(c3ncccn3)CC2)cc1 (configuration not stated) | -5% | 7 | 0%[46.1 µM] | -11% | -1% | ? | -1% | -8% | 1% | 0.0% | 9%
CCOc1cc(Cl)c(S(=O)(=O)NCc2cccnc2)cc1Cl | 0% | 12 | · | -8% | 3% | · | -1% | -3% | 3% | 0.4% | 2%
COC(=O)C1=C(CN2CCN(C)CC2)NC(=O)NC1c1cc(C)ccc1C (configuration not stated) | 0% | 1 | 0% | 8% | 6% | 7% | 0% | 3% | 10% | -0.2% | -2%
CCCCc1ccc(CC2S/C(=C(\C#N)C(=O)N3CCOCC3)N(c3ccccc3)C2=O)cc1 (configuration not stated) | -1% | 2 | · | -1% | 4% | 1% | 4% | 3% | -25% | 0.3% | -1%
Cc1ccccc1N1CCN(Cc2ccc(Br)o2)CC1 | -5% | 17 | · | 2% | 3% | 3% | -1% | 0% | -11% | 0.8% | -5%
O=C(CCN1C(=O)c2ccccc2C1=O)NCCCn1ccnc1 | -1% | 4 | 6% | 2% | 2% | 5% | -3% | -16% | -1% | -1.0% | -2%
CC(=O)c1ccccc1OCCCCN1CCCCC1 | -4% | -1 | 1% | 0% | -7% | 0% | 0% | 3% | 3% | -0.1% | -1%
COc1ccc(-c2cc(C(=O)Nc3ccccc3N3CCOCC3)c3ccccc3n2)cc1OC | 0% | 12 | -3% | -12% | 4% | 12µM* | 2% | 6% | -15% | 0.1% | -4%

Screens deposited in PubChem by National Center for Advancing Translational Sciences (NCATS).
